GSTO1 inh = counter-screen for RBBP9 inhibitors: inhibitors of human GSTO1; P78417; recombinant GSTO1, activity-based probe fluorescence polarization; inhibition, % at 5.96 µM; 1.1% of 300,000 active;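 active means inhibition above the campaign mean inhibition plus 3 SD, cut at about 35% in these data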;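 further: 0% = GSTO1-1 with DMSO and 100% = wells lacking GSTO1-1 enzyme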
PME-1 inh = PME-1 (human) inhibition; Q9Y570; recombinant PME-1, FP-Rh probe fluorescence polarization; inhibition, % at 5.9 µM; 0.53% of 320,000 active;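 active means inhibition above the campaign mean of all compounds plus 3 SD, cut at about 26% in these data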;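 further: competitive labeling of PME-1 active site by serine hydrolase directed probe; 0% = PME-1 with DMSO and 100% = wells lacking PME-1 enzyme; inhibitors block probe labeling so polarization falls and inhibition rises; many of its hits are not listed in these tables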
Target sequence (Q9Y570 whole entry, looked up): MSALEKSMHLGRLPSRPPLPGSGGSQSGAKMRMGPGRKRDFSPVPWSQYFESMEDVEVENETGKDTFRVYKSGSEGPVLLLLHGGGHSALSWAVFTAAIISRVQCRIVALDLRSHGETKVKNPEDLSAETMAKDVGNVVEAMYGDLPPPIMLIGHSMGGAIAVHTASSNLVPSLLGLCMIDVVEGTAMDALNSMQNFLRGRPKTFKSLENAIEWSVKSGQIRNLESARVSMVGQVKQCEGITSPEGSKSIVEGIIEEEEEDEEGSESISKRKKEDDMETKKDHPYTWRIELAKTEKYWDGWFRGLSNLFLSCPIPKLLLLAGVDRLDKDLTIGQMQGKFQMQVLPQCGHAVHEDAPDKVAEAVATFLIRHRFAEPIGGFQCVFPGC
pPAFAH FP inh = inhibitors of human plasma PAF acetylhydrolase (pPAFAH) | inhibition, % at 3.39 µM | recombinant pPAFAH, FP-rhodamine probe fluorescence polarization | 1.5% of 330,000 active | AID 463082 | Q13093;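 active means inhibition above the mean inhibition across the screen plus 3 SD, cut at about 25% in these data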;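 further: inhibitors block binding of the rhodamine activity-based probe so polarization drops; 0% = enzyme with DMSO and 100% = wells lacking pPAFAH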
LYPLA1 inh = LYPLA1 (human) inhibition in PME1 counter-screen; inhibition, % at 5.9 µM; recombinant LYPLA1, FP-Rh probe fluorescence polarization; AID 2174; 0.16% of 320,000 active;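 active means inhibition above the mean of all tested compounds plus 3 SD, set per campaign, cut at about 14% in these data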;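 further: inhibitors block serine hydrolase probe labeling of LYPLA1 so polarization falls; 0% = enzyme with DMSO and 100% = wells lacking LYPLA1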
LYPLA2 inh = counter-screen for PME1 inhibitors: inhibitors of human LYPLA2 | 0.38% of 320,000 active | recombinant LYPLA2, FP-Rh probe fluorescence polarization | inhibition, % at 5.9 µM | AID 2177 | O95372;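 active means inhibition above the screen-wide mean plus 3 SD, limit set per campaign, cut at about 26% in these data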;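 further: 0% = LYPLA2 with DMSO and 100% = wells lacking LYPLA2 enzyme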
Target sequence (O95372 whole entry, looked up): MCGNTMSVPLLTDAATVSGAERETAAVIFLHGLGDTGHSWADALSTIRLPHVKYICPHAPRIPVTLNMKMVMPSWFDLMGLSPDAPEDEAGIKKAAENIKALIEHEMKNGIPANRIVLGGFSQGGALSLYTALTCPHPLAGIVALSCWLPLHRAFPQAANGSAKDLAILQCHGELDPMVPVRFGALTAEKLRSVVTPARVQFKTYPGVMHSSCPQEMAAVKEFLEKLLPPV
PAD4 FP inh = blocks human protein arginine deiminase 4; recombinant PAD4, RCA probe fluorescence polarization; 0.41% of 330,000 active; AID 485272; Q9UM07; inhibition, % at 6.36 µM;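 active means percent inhibition above a cutoff equal to the mean of all tested compounds plus 3 SD, cut at about 15% in these data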;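 further: 0% = PAD4 with RCA probe and DMSO and 100% = probe without PAD4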
PAFAH1B3 inh = PAFAH1B3 (human) inhibition | inhibition, % at 3.39 µM | 0.28% of 340,000 active | Q15102 | recombinant PAFAH1B3, FP-rhodamine probe, fluorescence polarization;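 active means inhibition above the screen-wide average of all tested compounds plus 3 SD, cut at about 25% in these data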;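 further: 0% = enzyme with DMSO only and 100% = wells lacking PAFAH1B3 protein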
Target sequence (Q15102 whole entry, looked up): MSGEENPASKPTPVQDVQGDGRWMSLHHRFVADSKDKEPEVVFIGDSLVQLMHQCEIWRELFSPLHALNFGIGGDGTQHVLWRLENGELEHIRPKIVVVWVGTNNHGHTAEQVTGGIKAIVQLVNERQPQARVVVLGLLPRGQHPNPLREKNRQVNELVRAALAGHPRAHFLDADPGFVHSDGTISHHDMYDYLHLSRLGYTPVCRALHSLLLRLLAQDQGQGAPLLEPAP
PAFAH1B2 FP inh = blocks human PAF acetylhydrolase 1b catalytic subunit 2 | P68402 | recombinant PAFAH1B2, FP-rhodamine activity probe, fluorescence polarization | inhibition, % at 3.39 µM | 1.2% of 340,000 active;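 active means inhibition above the mean of all tested compounds plus 3 SD, cut at about 24% in these data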;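 further: 0% = enzyme with DMSO and 100% = wells lacking PAFAH1B2; many of its hits are not listed in these tables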
PAFAH2 FP inh = PAFAH2 (human) inhibition; Q99487; recombinant PAFAH2, FP-rhodamine activity probe, fluorescence polarization; inhibition, % at 3.39 µM; 0.99% of 340,000 active; AID 492956;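 active means inhibition above the mean over all tested compounds plus 3 SD, cut at about 30% in these data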;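 further: inhibitors block probe labeling of enzyme so polarization drops; 0% = enzyme with DMSO and 100% = wells lacking PAFAH2 protein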
* = called active by the depositor; . = not tested or not shown.

SMILES	GSTO1 inh	PME-1 inh	pPAFAH FP inh	LYPLA1 inh	LYPLA2 inh	PAD4 FP inh	PAFAH1B3 inh	PAFAH1B2 FP inh	PAFAH2 FP inh
Cc1ccccc1NC(=O)CSc1nc(=O)n(CCN2CCOCC2)c2c1CCCC2	9	5	1	3	3	-1	6	6	2
COc1ccc(CCNC(=S)NC(=O)c2c(-c3ccccc3Cl)noc2C)cc1OC	-2	-7	3	1	-4	-8	.	.	.
CCN1CCN(C(=O)CCc2nnc(CCc3ccccc3OC)o2)[C@@H](C)C1=O	1	5	0	1	-4	-1	6	6	1
CCCCn1nnc(NC(=O)c2cc3ccccc3o2)n1	7	2	4	-4	4	5	5	3	5
COc1ccc(S(=O)(=O)N2CCOCC2)cc1NC(=O)c1cccc(Cl)c1	-4	4	-2	-1	2	-5	5	0	2
CN(C)N=Nc1nc2c([nH]1)c(=O)n(C)c(=O)n2C	0	-6	2	-1	0	1	8	5	-7
CC(C#Cc1ccc2c(c1)COc1c3ccccc3nn1-2)OC(C)(C)C (stereo not given)	0	7	-2	-3	-3	-4	-6	-6	-3
Cc1cc(Cl)ccc1N(CC(=O)NCc1ccccc1)S(C)(=O)=O	3	4	6	0	1	1	5	5	-6
C/C(CCC(C)C)=N\NC(=S)NCc1ccccc1	-3	1	1	4	3	-4	7	17	7
Cc1ccc(S(=O)(=O)N2CCC(C(=O)NC3CC(C)(C)NC(C)(C)C3)CC2)cc1	1	3	1	-4	-3	3	1	10	3
O=C(CSCC(=O)OCn1nnc2ccccc2c1=O)Nc1ccc(Cl)cc1	4	2	4	-3	-1	-20	4	0	2
COc1cc(NS(=O)(=O)c2ccc(NC(=S)NC(=O)c3ccc(F)cc3)cc2)nc(OC)n1	-2	-4	-5	2	2	-3	7	3	0
COc1cc(NC(=O)c2ccc(C)cc2)c(OC)cc1NC(=O)CN1CCOCC1	1	1	2	4	4	-1	7	2	1
CN(CC(=O)Oc1ccc(-c2nnco2)cc1)S(=O)(=O)c1ccc(F)cc1	14	4	3	4	1	3	4	-5	-1
CC(=O)N1CCC(Nc2ccc(C)cc2)CC1	8	-1	3	-4	0	1	-1	1	1
COc1ccc(C2CC(C)(c3ccc(OC)cc3OC)Nc3ccccc3N2)c(OC)c1 (stereo not given)	5	11	4	6	12	0	3	1	-2
O=C(O)c1cn(C2CC2)c2cc(N3CCN(S(=O)(=O)c4ccc5c(c4)OCCO5)CC3)c(F)cc2c1=O	-4	-3	-5	3	2	-2	6	8	7
CCS(=O)(=O)c1nc(S(=O)(=O)c2ccc(C)cc2)c(NCCCN2CCCC2=O)s1	7	-2	1	-4	-12	2	3	2	-2
CCNC(=O)N1c2ccc(OCC)cc2C(C)=CC1(C)C	18	2	10	2	4	-7	5	-2	3
CCN(CC)CCNS(=O)(=O)c1ccc(C(=O)NN)cc1	-6	7	0	-1	-5	-3	6	2	1
CC(C)CSc1nc2ccccc2[nH]1	1	-2	4	4	6	-3	2	1	6
CC(=O)c1cccc(NC(=O)CC(C)n2ccnc2)c1 (stereo not given)	-1	-3	1	3	-1	1	10	1	7
O=C(OCC(=O)N1CCCCC1)c1cc(=O)[nH]c2ccccc12	.	.	4	.	.	3	0	8	-14
O=c1oc2ccccc2c(NCc2cccc(F)c2)c1[N+](=O)[O-]	-90	8	5	0	0	-1	1	0	1

For reference, part of the list above:
SMILES	GSTO1 inh	PME-1 inh	pPAFAH FP inh	LYPLA1 inh	LYPLA2 inh	PAD4 FP inh	PAFAH1B3 inh	PAFAH1B2 FP inh	PAFAH2 FP inh
C/C(CCC(C)C)=N\NC(=S)NCc1ccccc1	-3	1	1	4	3	-4	7	17	7
Cc1ccc(S(=O)(=O)N2CCC(C(=O)NC3CC(C)(C)NC(C)(C)C3)CC2)cc1	1	3	1	-4	-3	3	1	10	3
O=C(CSCC(=O)OCn1nnc2ccccc2c1=O)Nc1ccc(Cl)cc1	4	2	4	-3	-1	-20	4	0	2
COc1cc(NS(=O)(=O)c2ccc(NC(=S)NC(=O)c3ccc(F)cc3)cc2)nc(OC)n1	-2	-4	-5	2	2	-3	7	3	0
COc1cc(NC(=O)c2ccc(C)cc2)c(OC)cc1NC(=O)CN1CCOCC1	1	1	2	4	4	-1	7	2	1
CN(CC(=O)Oc1ccc(-c2nnco2)cc1)S(=O)(=O)c1ccc(F)cc1	14	4	3	4	1	3	4	-5	-1
CC(=O)N1CCC(Nc2ccc(C)cc2)CC1	8	-1	3	-4	0	1	-1	1	1
COc1ccc(C2CC(C)(c3ccc(OC)cc3OC)Nc3ccccc3N2)c(OC)c1 (stereo not given)	5	11	4	6	12	0	3	1	-2
O=C(O)c1cn(C2CC2)c2cc(N3CCN(S(=O)(=O)c4ccc5c(c4)OCCO5)CC3)c(F)cc2c1=O	-4	-3	-5	3	2	-2	6	8	7
CCS(=O)(=O)c1nc(S(=O)(=O)c2ccc(C)cc2)c(NCCCN2CCCC2=O)s1	7	-2	1	-4	-12	2	3	2	-2
CCNC(=O)N1c2ccc(OCC)cc2C(C)=CC1(C)C	18	2	10	2	4	-7	5	-2	3
CCN(CC)CCNS(=O)(=O)c1ccc(C(=O)NN)cc1	-6	7	0	-1	-5	-3	6	2	1
CC(C)CSc1nc2ccccc2[nH]1	1	-2	4	4	6	-3	2	1	6
CC(=O)c1cccc(NC(=O)CC(C)n2ccnc2)c1 (stereo not given)	-1	-3	1	3	-1	1	10	1	7
O=C(OCC(=O)N1CCCCC1)c1cc(=O)[nH]c2ccccc12	.	.	4	.	.	3	0	8	-14
O=c1oc2ccccc2c(NCc2cccc(F)c2)c1[N+](=O)[O-]	-90	8	5	0	0	-1	1	0	1

(next part)
SMILES	GSTO1 inh	PME-1 inh	pPAFAH FP inh	LYPLA1 inh	LYPLA2 inh	PAD4 FP inh	PAFAH1B3 inh	PAFAH1B2 FP inh	PAFAH2 FP inh
CC(=O)c1ccc(OCC(O)CN2CCN(c3ccc(F)cc3)CC2)cc1 (stereo not given)	6	1	2	-4	-1	0	9	1	-8
CCN(C(=S)Nc1ccc(OC(F)F)cc1)C1CCCCC1	14	3	2	2	2	-3	12	5	1
O=C(NC(=S)Nc1nc2ccc(F)cc2s1)c1ccco1	-3	-7	7	-1	-2	-1	-1	1	-1
Cc1onc(-c2ccccc2Cl)c1C(=O)Nc1cccc2cccnc12	3	-8	-1	-7	-14	-1	8	0	-3
COc1ccc(-n2c(=O)c3c4c(sc3n3cnnc23)CC(C)CC4)cc1 (stereo not given)	-2	2	4	-5	5	-3	3	-2	-1
Nc1[nH]c(=O)ncc1F	5	-2	1	-2	-5	-3	5	-1	2
Cn1cc(P(=S)(N2CCOCC2)N2CCOCC2)cc1P(=O)(N1CCOCC1)N1CCOCC1	-7	-2	0	2	-6	3	-7	5	-7
O=c1[nH]c(C2CCCN(S(=O)(=O)c3cccc(Cl)c3)C2)nc2c1nnn2Cc1ccc2c(c1)OCCO2 (stereo not given)	12	10	8	-11	-10	-5	13	3	5
COc1cccc(C2=NOC(C(=O)Nc3cccnc3Cl)C2)c1OC (stereo not given)	2	0	6	-3	-6	1	3	-3	-5
N#Cc1c(-c2ccccc2Cl)cc(-c2ccccc2)[nH]c1=S	9	2	7	0	4	-1	.	.	.
CCCCNC(=O)N(O)C1N(/N=C/c2ccccc2F)C(=S)SC1(C)C (stereo not given)	25	-4	2	2	-1	-4	10	6	2
O=C(CNS(=O)(=O)c1ccc(Br)s1)NCCc1ccc(Cl)cc1	-7	-7	0	-1	-3	-4	1	29*	-1
NC(=O)c1ccsc1NC(=O)CSc1nnc(C2CC2)n1Cc1ccccc1	1	0	-7	0	2	4	-4	-3	-1
COc1cc(Cl)c(C)cc1NCC(=O)Nc1cccc(S(=O)(=O)N2CCCC2)c1	.	10	1	-3	-4	-6	-4	5	2
O=C(NN=C1CCCCCCC1)c1ccc2ccccc2n1	0	-13	-1	-3	-5	-8	2	5	4
Cc1ccc(-c2csc(N3CCN(c4cc5c(cc4Cl)nc(-c4ccncc4)n5CCOCCO)CC3)n2)cc1	2	6	5	-4	-6	-1	4	-2	-1
O=C(CNC(=O)c1ccccc1)N/N=C/c1ccc([N+](=O)[O-])s1	20	4	5	-2	-2	-6	8	7	5
Cc1cc(=O)oc2cc(OC(=O)C3CCN(C(=O)c4ccc(F)cc4)CC3)ccc12	-1	4	3	1	4	-2	6	1	1
O=C1C2C(C(=O)N1c1ccccc1)N1CCCN1C2c1ccccc1 (stereo not given)	2	-6	4	4	4	-2	4	-2	-3
CC1CN(S(=O)(=O)c2cccc(C(=O)OCC(=O)NCc3ccccc3)c2)CC(C)O1 (stereo not given)	.	4	6	-3	-2	5	5	2	17
CCN(CC(=O)Nc1c(F)cccc1F)C(=O)C1(c2ccccc2)CC1	4	1	0	-1	3	-6	0	4	-1
CCC(C)NC(=O)c1ccc(CSCc2ccccc2Cl)o1 (stereo not given)	-3	0	10	0	-2	0	6	3	10
Cn1nnnc1Sc1ncnc2scc(Br)c12	.	.	3	.	.	4	0	1	-1
CCOC(=O)/C(=C/C1=CC(=C/N(C)C)/C(=O)O1)C(C)=O	5	-2	0	-2	-3	-4	6	4	-5
COc1ccc(-c2nn(-c3ccccc3)cc2C(=O)NCC2CCCO2)cc1 (stereo not given)	1	-3	-2	-5	1	1	0	-3	10
COc1cc(C2CC(c3c(C)cc(C)[nH]c3=O)=NN2c2ccccc2F)cc(OC)c1OC (stereo not given)	-3	-5	10	-2	-3	-8	1	-3	-3
Cc1ccc(NC(=O)C2(N(CC(C)C)C(=O)Cn3nnnc3N)CCCCC2)cc1	-4	-1	-2	0	-7	1	4	20	4
CCN(CC)S(=O)(=O)c1ccc(N2CCCC2)c(NC(=O)c2ccc(N3CCCC3=O)cc2)c1	0	2	3	-5	-1	-1	0	-3	4
COCc1c(C(=O)N/N=C/c2c[nH]c3ccccc23)nnn1-c1nonc1N	-2	2	0	2	5	-4	6	-2	7
COc1cccc(SCC(=O)N2CCN(c3ccccc3)CC2)c1	1	-2	6	2	3	1	-7	4	4
CCC(C)(C)C(=O)Nc1ncc(S(=O)(=O)c2ccc([N+](=O)[O-])cc2)s1	-4	0	-4	5	3	-7	6	9	2
O=C1Nc2cc(C(=O)NCCCN3CCOCC3)ccc2S/C1=C/c1ccccc1F	-22	2	17	-9	-2	-7	6	-1	2
COc1ccc(-c2c(-c3ccc(OCC(=O)NN)cc3O)n[nH]c2C(F)(F)F)cc1	-13	-23	-1	-22	-25	-3	-10	-2	-9
N#Cc1cnc(SCCc2ccccc2)nc1N	-17	-1	8	-2	-3	-3	9	11	-1
COCCCn1c(=O)c2sccc2n2c(CCCC(=O)NCc3ccccc3OC)nnc12	-16	5	-1	1	-1	-2	-1	-1	1
O=C(Nc1ccc(C(F)(F)F)cc1)c1ccc2nc[nH]c2c1	0	-10	3	-13	-5	4	-5	-2	-2
Cc1ccc(S(=O)(=O)N2c3ccccc3CC2C)cc1 (stereo not given)	-4	5	5	-1	4	-4	.	.	.

Not all compounds are listed; count on the stated rates, not on these rows.
